High-throughput results deposited in PubChem BioAssay by several laboratories.
XIAP antagonists: XIAP antagonists, biochemical, IAP family, fluorescence polarization (AID 1018) | E3 ubiquitin-protein ligase XIAP (Homo sapiens) | XIAP BIR domain, fluorescence polarization peptide displacement; higher % means a stronger effect | displacement, % at 20 µM, or IC50 in µM where a hit was titrated | hit rate 0.007% among 200,000; in the data active = displacement above about 50%; also: a part of the inactive calls stands beside numbers as strong as those of hits
WT yeast gro inh: growth inhibition of WT strain, primary screen, mitochondrial fusion inhibitor project, WT and mutant strains, chemical genetic; mitochondrial fusion phenotypic screen; inhibition, % at 10 µM; hit rate 2.1% among 190,000; AID 1362, 2008; in the data active = inhibition above about 58%; tested in S. cerevisiae
Yfh1-depleted yeast: enhancers of respiration in Yfh1-depleted yeast, dose response, Friedreich's ataxia, plus single-dose screen (AID 1465). S. cerevisiae Yfh1-off respiration, WST-1 reduction, 72 h; higher fold induction means a stronger effect. fold induction at 50 µM; hits with a dose series show EC50 in µM. hit rate 0.074% among 220,000;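 active = fold induction of absorbance versus untreated yeast above a set limit, then at least 30% activation at any dose in follow-up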;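 also: activators that raise dye reduction in frataxin-depleted yeast; strong numbers were not always called active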
human PMI inhibitors: human PMI inhibitors, high substrate, primary screen, biochemical, fluorescence intensity, high mannose 6-phosphate (AID 1220) | recombinant PMI enzyme, coupled fluorescence intensity; higher % means a stronger effect | hit rate 0.66% among 190,000 | one-dose inhibition, % at 20 µM; IC50 in µM for titrated hits
M1AAP inhibition: P. falciparum M1AAP inhibitors, biochemical, fluorogenic H-Leu-NHMec substrate, 1536-well (AID 1445). Aminopeptidase N (Plasmodium falciparum (isolate 3D7)). recombinant M1AAP, H-Leu-NHMec fluorogenic kinetic assay; higher % means a stronger effect. one-dose inhibition, % at 30 µM; IC50 in µM for titrated hits. hit rate 0.42% among 220,000;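 active = primary inhibition above the hit cutoff, then over 50% inhibition at one or more dose response concentrations, cut at about 23% in these data, passing the limit was not always enough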;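 also: plate controls were DMSO full reaction for no effect and no enzyme background for full effect; strong numbers were not always called active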
human PMI inhibition: inhibitors of human PMI, primary screen, biochemical, fluorescence intensity, coupled assay (AID 1209); one-dose inhibition, % at 20 µM; IC50 in µM for titrated hits; hit rate 0.42% among 190,000; purified PMI enzyme, coupled fluorescence intensity; higher % means a stronger effect; Mannose-6-phosphate isomerase (Homo sapiens);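 also: plate controls were DMSO vehicle for no effect and wells lacking substrate for full effect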
TNAP activation fold: human TNAP enzyme activators, primary screen, biochemical, luminescent, no phosphate acceptor, uHTS (AID 1001) | Alkaline phosphatase, tissue-nonspecific isozyme (Homo sapiens) | purified TNAP, luminescent activation assay, no phosphate acceptor; higher activation fold means a stronger effect | activation fold at 20 µM; hits with a dose series show EC50 in µM | hit rate 0.03% among 200,000; in the data active = activation fold from about 3, or a potency from the dose series; inactive = the rest, 99 in 100 with activation fold below about 1.6; also: many of its hits are not listed in these tables
M17LAP inhibition: P. falciparum M17LAP inhibitors, primary screen, biochemical, fluorogenic H-Leu-NHMec substrate, 1536-well (AID 1619). Leucine aminopeptidase (Plasmodium falciparum (isolate 3D7)). recombinant M17LAP, H-Leu-NHMec fluorogenic kinetic assay; higher % means a stronger effect. one-dose inhibition, % at 30 µM; IC50 in µM for titrated hits. hit rate 0.38% among 220,000;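 active = compound inhibiting the enzyme by more than half at any dose during confirmatory dose-response retesting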;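 also: plate controls were full reaction with DMSO carrier for no effect and no enzyme background for full effect; strong numbers were not always called active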
LYP phosphatase: inhibitors of LYP phosphatase, biochemical, fluorescence intensity, uHTS (AID 1779); recombinant LYP phosphatase, fluorescence intensity; higher % means a stronger effect; hit rate 0.054% among 290,000; Tyrosine-protein phosphatase non-receptor type 22 (Homo sapiens); inhibition, % at 11.5 µM, or IC50 in µM where a hit was titrated;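 also: plate controls were vehicle with enzyme for no effect and no enzyme for full effect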
WT yeast gro inh mutant strain: further read-out of WT yeast gro inh, marked with its call; inhibition, %; mitochondrial fusion phenotypic screen, mutant strain inhibition
Numbers without * were called inactive; i = inactive; . = no result given. Rule as the data show it, unless noted: active = inhibition above about 50%; inactive = the rest.

Structure	XIAP antagonists	WT yeast gro inh	WT yeast gro inh mutant strain	Yfh1-depleted yeast	human PMI inhibitors	M1AAP inhibition	human PMI inhibition	TNAP activation fold	M17LAP inhibition	LYP phosphatase
CCOc1cc(S(=O)(=O)NCc2ccccn2)c(C)cc1C	-3.6%	-5	-8	.	-2%	-4%	0%	1.1	6%	-5%
Cc1csc2nc(CSc3nncn3-c3ccccc3)c(Br)n12	-3.7%	0	-5	i	5%	0%	6%	1	6%	-9%
Cc1ccc(S(=O)(=O)N2CCN(C(=O)CCC(=O)NCc3ccc(F)cc3)CC2)cc1	-8.4%	-7	-4	i	15%	2%	12%	1	-3%	-5%
CCCCCc1ccc(OCCCC[n+]2ccccc2)c(CCCCC)c1	-8.3%	86*	86*	i	12%	-2%	6%	1	-2%	-11%
C#CCSc1ncc(S(=O)(=O)c2ccccc2)c(=O)[nH]1	-6.9%	-4	-2	i	0%	1%	-2%	0.9	11%	-2%
Cc1ccc(/C=C(\NC(=O)c2ccccc2)C(=O)NCC2CCCO2)o1 (stereo not given)	-4.2%	-8	7	i	24%	4%	-2%	1.1	12%	-6%
COc1ccc(-c2oc(NC(=O)CCl)c(C#N)c2-c2ccc(OC)cc2)cc1	0.2%	-18	-12	i	8%	0%	4%	0.8	14%	-4%
CCOc1ccc(-c2nc(N)ncc2Oc2ccc(OC)cc2)c(O)c1	.	.	.	i	.	9%	.	.	3%	-1%
COc1ccc(CCNC(=O)c2cccnc2)cc1OC	-3.0%	4	0	i	-2%	-5%	-8%	1.1	2%	-4%
O=C(N/N=C/c1ccc(OC(F)F)cc1)c1cccc(S(=O)(=O)N2CCOCC2)c1	-3.3%	-4	12	i	8%	0%	9%	1	-2%	-4%
CCOC(=O)c1c(-c2cccs2)csc1NC(=O)CN1CCOCC1	-1.6%	15	20	i	1%	12%	11%	1	0%	7%
Clc1ccccc1CSc1nnc(-c2ccncc2)o1	-23%	-1	-1	i	4%	4%	8%	1.1	13%	-7%
Cc1cccc(NC(=S)Nc2ccc(Cl)c(Cl)c2)c1	-0.7%	83*	83*	i	4%	0%	3%	1.2	3%	9%
Cc1ccccc1NC(=S)N(Cc1ccco1)C(C)c1cccs1 (stereo not given)	-3.7%	32	25	i	-1%	6%	-1%	1.1	2%	-1%
O=C(NC1CCCCC1)C(c1ccccc1)N(Cc1ccco1)C(=O)Cn1cnc2ccccc21 (stereo not given)	-8.7%	5	-3	i	13%	-2%	9%	1.4	12%	-3%
O=C1c2ccccc2C(=O)N1CN(C(=O)COc1ccccc1)c1ccc(F)cc1	-7.1%	18	7	i	-6%	-4%	-6%	1.1	-2%	-3%
O=C(Nc1nnc(C(F)(F)F)s1)c1c(F)cccc1F	.	.	.	i	.	6%	.	.	0%	-4%
O=C(COC(=O)c1ccccn1)NCc1ccccc1Cl	-1.9%	-6	-16	i	7%	3%	3%	1.1	13%	-8%
COc1ccccc1-c1cc(C(F)(F)F)nc(S(C)(=O)=O)n1	-6.4%	29	32	.	-9%	10%	-4%	1.1	-2%	1%
O=C(O)c1cc(-c2cccnc2)nc2ccc(Br)cc12	-0.1%	-18	-3	i	6%	-1%	7%	1	18%	-5%
C=CCSc1nnc(NC(=O)c2nc(SCC)ncc2Cl)s1	-5.4%	4	3	i	-12%	94µM*	-7%	1.2	11µM*	-2%
N#C/C(=N\Nc1ccccc1Cl)C(=O)c1ccccc1	-1.4%	6	17	.	10%	13%	11%	1	9%	-6%
O=C(CN1CCCCCC1)Nc1ccc(F)c(F)c1F	-6.1%	-14	-9	i	-4%	-3%	0%	1	9%	-12%
O=c1[nH]nc(Cc2ccc(-c3cccc(Cl)c3)o2)c2ccccc12	-8.9%	-14	2	i	-16%	14%	-11%	1	21%	-5%
COc1ccc2c(C)cc(SCC#N)nc2c1	-5.4%	17	4	i	3%	4%	0%	1.1	8%	-8%
CCn1c(SCC(=O)Nc2sc(C)c(C)c2C#N)nnc1C(C)C	-1.7%	54	4	i	0%	6%	8%	1.1	-7%	4%
Cc1ccc(-c2nnc(N(C)C(=O)c3cccnc3)s2)cc1	-2.4%	13	17	i	4%	4%	7%	1.1	5%	-8%
COc1ccc(Br)cc1S(=O)(=O)NNC(=O)c1c(C)nc2ccccn12	-2.9%	-18	12	i	7%	12%	10%	1.1	2%	-8%
CCSc1nc2ccccc2n1CC(N)=O	-8.1%	13	-1	i	-2%	2%	-1%	1.1	13%	-5%
COc1cccc(-c2nc(CC(=O)O)cs2)c1OC	-4.2%	8	-5	i	-9%	-1%	-4%	1.1	9%	-4%

Complete entries, looked up by structure.
C=CCSc1nnc(NC(=O)c2nc(SCC)ncc2Cl)s1 is listed as XIAP antagonists: -5.4%; WT yeast gro inh: 4; WT yeast gro inh mutant strain: 3; Yfh1-depleted yeast: i; human PMI inhibitors: -12%; M1AAP inhibition: 94µM*; human PMI inhibition: -7%; TNAP activation fold: 1.2; M17LAP inhibition: 11µM*; LYP phosphatase: -2%
C#CCSc1ncc(S(=O)(=O)c2ccccc2)c(=O)[nH]1 is listed as XIAP antagonists: -6.9%; WT yeast gro inh: -4; WT yeast gro inh mutant strain: -2; Yfh1-depleted yeast: i; human PMI inhibitors: 0%; M1AAP inhibition: 1%; human PMI inhibition: -2%; TNAP activation fold: 0.9; M17LAP inhibition: 11%; LYP phosphatase: -2%

(listing goes on)
Structure	XIAP antagonists	WT yeast gro inh	WT yeast gro inh mutant strain	Yfh1-depleted yeast	human PMI inhibitors	M1AAP inhibition	human PMI inhibition	TNAP activation fold	M17LAP inhibition	LYP phosphatase
COc1ccc(C(=O)c2ccc(Cl)cc2)cc1	-13%	-1	-67	i	11%	7%	7%	1	1%	-4%
CC(C)(C)NCc1cccn1-c1sc2c(c1C#N)CCCC2	-4.7%	7	-11	i	-4%	4%	4%	1.1	1%	-9%
Fc1ccc(N2CCN(Cc3cn[nH]c3-c3ccccc3)CC2)cc1	.	.	.	i	.	3%	.	.	5%	-4%
CCNC(=S)N1CCN(c2ncccn2)CC1	-3.1%	13	0	i	8%	-4%	15%	1.1	-11%	-6%
Cc1ccc(C(=O)Nc2ccc(-c3csc(C)n3)cc2)cc1	-4.2%	2	-4	i	-1%	2%	0%	1.1	0%	0%
CC1CN(C2=Nc3cccc4cccc2c34)CC(C)O1 (stereo not given)	-4.7%	8	24	i	59%*	13%	22%	1	8%	-4%
O=C(CN1CCOCC1)Nc1ncc(Cc2ccccc2Cl)s1	-7.5%	-4	-9	i	4%	7%	9%	1	-2%	6%
CC(=N[C@@H]1CCCC[C@H]1N=C(C)c1ccccc1O)c1ccccc1O	-19%	-7	-13	i	33%	0%	28%	1.2	22%	-5%
Cc1ccc(SCC(=O)NCCCN2CCOCC2)cc1	-5.4%	-2	-4	i	0%	-1%	2%	1	3%	-6%
c1ccc2oc(SCc3nc4ccccc4s3)nc2c1	-18%	11	17	i	-14%	13%	4%	1.1	-6%	4%
O=C(O)CCCCCCNC(=O)c1cncc(O)c1	-0.9%	-8	-15	i	0%	3%	4%	1.1	0%	-8%
O=S1(=O)CCN2C(c3ccco3)=CSC2=N1	-2.8%	3	6	i	6%	8%	-4%	1	2%	-10%
O=C(c1cccs1)N1CCN(C/C=C/c2ccccc2)CC1	-1.9%	-15	-3	i	6%	21%	19%	1	8%	-1%
NC(N)=NS(=O)(=O)c1ccc(N)cc1	-5.1%	2	-10	i	4%	0%	5%	1.1	2%	-4%
CCCc1nc2oc3c(=O)[nH]cnc3c2c2c1CCCC2	-0.2%	-12	-4	i	-5%	5%	-5%	1	2%	-3%
CC(C)c1ccc(NC(=O)C(c2ccc3c(c2)OCO3)N2CCC3(CC2)OCCO3)cc1 (stereo not given)	0.3%	-1	-12	i	11%	8%	10%	1.1	-1%	2%
COc1ccc(Cn2nnnc2CN2CCc3ccccc32)cc1	1.3%	12	-7	i	-2%	9%	6%	1.1	22%	1%
O=C(CC1Nc2cccc3cccc(c23)NC1=O)Nc1ccccc1 (stereo not given)	-4.9%	-5	-5	i	39%	3%	17%	0.9	12%	0%
c1coc(CNC2CCCCC2)c1	-5.1%	1	-10	i	15%	1%	0%	1	17%	4%
Cc1nc2ccc(S(=O)(=O)NC(CC(C)C)C(=O)O)cc2s1 (stereo not given)	1.7%	2	-22	i	1%	4%	-5%	1.1	5%	-10%
O=Cc1ccc(-c2ccccc2OC(F)(F)F)o1	-1.6%	-8	0	i	-3%	2%	-1%	1.1	6%	-7%
COc1ccc(C(=O)C2CCCN(Cc3cccn3-c3ccc(Cl)cn3)C2)c(OC)c1 (stereo not given)	1.9%	44	23	i	-2%	-1%	4%	1.1	-1%	0%
COc1cccc(/C=C/C2=CC(C)(C)NC(=S)N2)c1	-5.0%	17	2	i	-90%	.	-63%	1	.	-3%
Cc1cc2n(n1)SC(Nc1cc(Cl)ccc1Cl)N2 (stereo not given)	-1.8%	19	-2	i	20%	12%	20%	1.2	-6%	-4%
Cn1cnc([N+](=O)[O-])c1S(=O)(=O)c1ccc(Cl)cc1	-8.8%	3	4	i	-4%	0%	-8%	1.1	10%	0%
Cc1occc1C(=O)n1nnc2ccccc21	-3.3%	0	2	i	2%	-5%	12%	1.1	45%	-4%
CCN(Cc1ccccc1)Cc1nnnn1Cc1ccccc1	-5.2%	4	23	i	7%	-4%	9%	1.1	-1%	-9%
CC(C(=O)NC1CCCc2ccccc21)N1CCN(Cc2ccc3c(c2)OCO3)CC1 (stereo not given)	-3.4%	5	0	i	-1%	1%	6%	1.1	1%	-4%
CN(C)S(=O)(=O)Oc1ccsc1C(=O)Nc1cccc(Cl)c1	-4.7%	20	-11	i	-3%	1%	-4%	1	-2%	2%

Single entries from the results shown.
human PMI inhibition with Cn1cnc([N+](=O)[O-])c1S(=O)(=O)c1ccc(Cl)cc1 stands at -8%
XIAP antagonists with CN(C)S(=O)(=O)Oc1ccsc1C(=O)Nc1cccc(Cl)c1 stands at -4.7%
